High-throughput results from PubChem BioAssay.
CCT modulator = cytosolic chaperonin activity modulation; activity change, % (concentration not given with the values), hits read low; hit rate 0.3% among 360,000; purified chaperonin ATPase assay, HTRF ADP detection, 30 min; in the data active = activity change below about -30%; also: % is scaled to controls: 0 for no effect and ±100 for the full control effect
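Enzyme 40 or 20 nM (batch-dependent) in Tris pH 7.4/KCl/MgCl2/DTT; cpd 76 uM single point; ATP 10 uM; 30 min 37 °C; Transcreener ADP HTRF detection, 30 min RT; ratio 665/615.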
Akt phos inh = inhibitors of Akt phosphorylation; activity change, % for hits at 50 µM; hit rate 0.32% among 360,000; Neuro2A IGF-stimulated pAkt S473 HTRF, 20 min; hits give low values; in the data active = activity change below about -80%; inconclusive = mostly about -51% to -80%; also: % is scaled to controls: 0 for no effect and ±100 for the full control effect
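Neuro2A cells in DMEM with 0.5% FBS, overnight at 37 deg C, given compound at single 50 µM final, then IGF (6 nM final) for 20 min at 37 deg C. Lysed; phospho-Akt Ser473 by HTRF after 24 h, 665/615 ratio.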
A549 viability = counter-screen for Nrf2 inhibitors: cytotoxicity in A549 cells. A549 ARE-Fluc cells, CellTiter-Fluor viability, 18-24 h. Potency, µM (titrated, usually from 46 µM), for inactives: at the highest dose activity change, negative = cytotoxicity, most hits filed as inhibitors. AID 504648. hit rate 0.16% among 390,000; also: potency is read from the fitted curve at half-maximal effect; % is scaled to controls: 0 for no effect and ±100 for the full control effect
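Cytotoxicity counterscreen: CellTiter-Fluor fluorescence was measured in A549 ARE_Fluc cells after 18-24 h of compound exposure in a concentration series. The subsequent BugLite luminescent read reports ARE-luciferase activity.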
S2 tox = cell viability loss in ATXN counter-screen; hit rate 0.49% among 400,000; Potency, µM (top dose mostly 56.7 µM), most hits filed as cytotoxic; S2 cells (HEK-293 line with an ATXN2-luciferase reporter) viability, CellTiter-Fluor protease fluorescence, 24 h; AID 651635; also: potency is read from the fitted curve at half-maximal effect; nearly all actives have a fitted effect of over 40% in size
Nrf2 block = inhibitors of Nrf2 signaling; A549 ARE-Fluc reporter, luciferase luminescence, 18-24 h; Potency, µM (titrated, usually from 46 µM), for inactives: top-dose activity change, negative = inhibition, most hits filed as inhibitors; hit rate 2.1% among 360,000; also: potency is read from the fitted curve at half-maximal effect; % is scaled to controls: 0 for no effect and ±100 for the full control effect; nearly all actives have a fitted effect of over 60% in size
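In this cell-based qHTS, ARE-driven firefly luciferase in A549 cells reports Nrf2 activity; the luminescent signal after BugLite lysis is the measured value, with a prior CellTiter-Fluor read for cell health.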
Nrf2 ARE act = activates Nrf2 signaling; Potency, µM (series often up to 46.1 µM), for the others: top-dose activation, most hits filed as activators; hit rate 0.31% among 410,000; AID 624171; AREc32 ARE-luciferase reporter (MCF7-derived line), luminescence, 24 h; also: potency is read from the fitted curve at half-maximal effect; % of control where 0% means no effect; nearly all actives have a fitted effect of over 65% in size
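Quantitative high-throughput format: AREc32 reporter cells, 1000 per well, received compound by pin transfer and were incubated 24 hr at 37 deg C, 5% CO2, before Steady-Glo luminescence detection.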
Mm-Cpn inhibitor = M. maripaludis TRiC chaperonin inhibition; purified Mm-Cpn ATPase, ADP Transcreener TR-FRET; Potency, µM (doses to about 76.9 µM), for the others: top-dose activity, negative = inhibition, most hits filed as inhibitors; hit rate 0.031% among 330,000; also: potency is read from the fitted curve at half-maximal effect; % is scaled to controls: 0 for no effect and ±100 for the full control effect; nearly all actives have a fitted effect of over 80% in size
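Eu-cryptate anti-ADP/ADP-d2 competition gives a ratio inversely related to ADP. Enzyme at 25 nM was pre-exposed to compound for 10 min, then given 10 uM ATP for 30 min, 37°C throughout.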
HepG2 viability = kills HepG2 cells in TGF-b inhibitor counter-screen; HepG2 CAGA-GFP viability, ATP luminescence, 18 h; Potency, µM (titrated, usually from 46.1 µM), for inactives: top-dose activity change, negative = cytotoxicity, hits mostly cytotoxic; hit rate 0.76% among 410,000; also: potency is read from the fitted curve at half-maximal effect; some results filed as inactive show a strong effect at the top dose
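HepG2 CAGA-GFP cells (1000/well, DMEM with 1% FBS) received compound, then TGF-beta at 500 pg/mL final, and were incubated 18 hours at 37 degrees C. Viability was read by CellTiter-Glo luminescence. Media-only wells were set as complete cell-killing and DMSO as no toxicity.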
TGFb SMAD3 inh = blocks TGF-b signaling | HepG2 CAGA-GFP TGF-b/SMAD3 reporter, GFP fluorescence, 18 h; TGF-beta stimulated, 500 pg/mL final | AID 588855 | Potency, µM (doses to about 46.1 µM), for inactives: top-dose activity, negative = inhibition, usual class: inhibitors | hit rate 1.2% among 410,000; also: potency is read from the fitted curve at half-maximal effect; % is scaled to controls: 0 for no effect and ±100 for the full control effect; nearly all actives have a fitted effect of over 65% in size
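Smad-responsive CAGA-GFP expression was quantified in HEPG2 cells exposed to compounds and 500 pg/mL final TGF-beta for 18 h at 37 degrees C; unstimulated wells defined full inhibition.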
The depositor's hits bear a star; i = inactive; ? = inconclusive; · = no result given; [ ] = remark or other dose. Unless noted, calls follow the shape of the dose curve; as a rule, active = well fitted curve in the direction sought with a large enough effect; inconclusive = small, poorly fitted or top-dose-only effect, or another doubt; inactive = no such curve, though single readings can be large; an effect the other way counts as inactive or inconclusive.

Results follow in this order: CCT modulator, Akt phos inh, A549 viability, S2 tox, Nrf2 block, Nrf2 ARE act, Mm-Cpn inhibitor, HepG2 viability, TGFb SMAD3 inh
1. O=C(CSc1n[nH]c(=O)n1C1CC1)c1ccc(F)cc1
 : -1.1, i, -10%, i, 3%, 0.4%, -3%, -11%, -5%
2. O=C(Nc1ccc(N2C(=O)C3C4C=CC(C4)C3C2=O)cc1)Nc1cccnc1 (centres undefined)
 : -3.0, i, -2%, i, 7%, 0.4%, 0%, -4%, -11%
3. O=C(O)c1ccccc1C(=O)c1ccc(Br)s1
 : -1.4, i, -9%, i, 10%, -0.6%, -14%, -9%, -1%
4. O=C(O)c1ccccc1COc1ccccc1Cl
 : -0.6, i, 0%, i, -2%, 0.3%, 0%, 6%, -3%
5. CC1(CCc2ccccc2)NC(=S)N(c2ccc(Cl)cc2)N1 (centres undefined)
 : 0.6, i, 8%, i, 13%, 3.1%, 2%, 0%, 2%
6. CC1=C(C(=O)N(C)C)CC(CC(=O)NCc2cccc3ccccc23)C(=O)N1Cc1ccccc1 (centres undefined)
 : 1.0, i, ·, i, ·, -0.4%, ·, -24%, 2%
7. O=C(COC(=O)c1ccc(F)cc1)Nc1cc(S(=O)(=O)N2CCOCC2)ccc1N1CCCC1
 : -2.5, i, 5%, i, 7%, -0.5%, 1%, -3%, 3%
8. COc1ccc(CNC(=O)Cc2ccc(-c3ccccc3)cc2)cc1OC
 : 0.9, i, 0%, i, -4%, -0.6%, -3%, 2%, -17%
9. COc1ccc(OC)c(CNC(=O)c2c3c(nc4ccccc24)C(=O)N(C2CCCCC2)C3)c1
 : ·, ·, 0%, ·, 21%, -0.8%, ·, 1%, 18%
10. CCC1SC2=NC(C)=C(C(=O)OC)C(c3ccc(C(=O)OC)cc3)N2C1=O (centres undefined)
 : 1.6, i, -8%, i, 0%, -0.1%, 0%, 1%, -10%
11. COc1ccc(Br)cc1/C=C/C(=O)OCC(=O)NCCc1ccc(S(N)(=O)=O)cc1
 : -1.4, i, 8%, ?, ?, ?, -1%, 0%, 4%
12. Cc1ccc(-c2nc3cc(Cl)ccc3o2)cc1NC(=O)c1cc2ccccc2o1
 : ·, ·, 4%, i, ?, 13%, ·, -2%, -21%
13. COc1cc(C2NC(=O)CCC2[N+](=O)[O-])cc(Br)c1OC (centres undefined)
 : -0.1, i, 1%, i, -24%, 0.2%, 1%, 0%, 0%
14. COc1ccc(CNCC(O)COc2ccc(C)cc2[N+](=O)[O-])cc1 (centres undefined)
 : 0.3, i, 15%, i, 12%, 0.2%, 1%, -12%, 10%
15. CCOC(=O)c1c(NC(=O)c2cccs2)sc2c1CCN(C(=O)OCC)C2
 : 0.6, ·, -2%, i, -24%, 0.4%, -7%, 0%, 7%

(further entries)
Results follow in this order: CCT modulator, Akt phos inh, A549 viability, S2 tox, Nrf2 block, Nrf2 ARE act, Mm-Cpn inhibitor, HepG2 viability, TGFb SMAD3 inh
16. COc1ccc2c(CC(=O)NC3CCCc4ccccc43)coc2c1 (centres undefined)
 : -2.3, i, 7%, i, -15%, -0.3%, -2%, -38%, ?
17. Cc1cccc(-n2c(-c3csc(C(C)C)c3)n[nH]c2=S)c1
 : 0.5, i, -4%, i, -3%, -0.2%, 1%, -2%, -8%
18. COc1ccc(C(C(=O)NC(C)(C)C)N(Cc2ccccc2)C(=O)CCC(=O)Nc2cc(C)on2)cc1 (centres undefined)
 : -1.0, i, 4%, i, 2%, -1.3%, 4%, -20%, -13%
19. CSc1ccccc1OCc1cc(C(=O)NC(C)CCn2cccn2)no1 (centres undefined)
 : 1.6, i, 0%, i, -27%, -0.6%, 0%, -33%, -7%
20. Cc1cc(COc2ccccc2)oc1C(=O)O
 : -2.6, i, 11%, i, ?, -1.4%, 1%, -33%, -6%
21. CC(=O)n1cc([C@H]2C=C(C(=O)N3CCN(Cc4ccccc4)CC3)O[C@@H](OCCCCO)C2)c2ccccc21
 : -0.1, i, -2%, ?, -19%, 3.8%, ·, 0%, ?
22. COc1cccc(CNS(=O)(=O)c2c(C)nc3sccn3c2=O)c1
 : -0.4, i, -12%, i, -12%, -1.7%, -1%, 6%, 2%
23. COc1cccc(NC(=O)NCCCCc2ccccc2)c1
 : 0.2, i, 1%, i, 1%, -0.3%, 1%, 8%, -3%
24. CCCCCCN1C[C@H](n2cc(C3CC3)nn2)[C@@H](O)C[C@@H]1c1ccc(OC)cc1
 : -0.7, i, ·, 25µM*, ·, -0.6%, ·, -99%, ?
25. Cc1nn(C)c2c1c(-c1ccccc1)cc(=O)n2CC(=O)NC(C)(C)C
 : ·, ·, 11%, i, -8%, 5.0%, ·, 3%, -6%
26. COc1ccc(NC(=O)c2sc3nc[nH]c(=O)c3c2C)cc1
 : ·, ·, ?, ·, ·, 4.8%, ·, 0%, 27%
27. COCCN1C(=O)C(=O)/C(=C(/O)c2cccc(S(=O)(=O)N(C)C)c2)C12C(=O)N(C)c1ccccc12 (centres undefined)
 : 0.2, -108%*, 1%, ?, 5%, 0.1%, 1%, 2%, 3%
28. CCCN(CCC)CCCNC(=O)c1nn(-c2cccc(OC)c2)c(=O)c2ccccc12
 : 0.9, i, -20%, i, ?, -0.1%, 0%, -13%, 8%
29. Cc1cc(C(=O)N2C(C)CCCC2C)no1 (centres undefined)
 : -0.9, i, 1%, i, 2%, 0.2%, 0%, -5%, -20%
30. CC(C)CCNC(=O)c1ccccc1SCC(=O)NC1CCCCCCC1
 : -3.4, i, -4%, i, 0%, 2.6%, -4%, 7%, ?

Carrying on:
Results follow in this order: CCT modulator, Akt phos inh, A549 viability, S2 tox, Nrf2 block, Nrf2 ARE act, Mm-Cpn inhibitor, HepG2 viability, TGFb SMAD3 inh
31. N#Cc1cccc(CN2CCC(=O)N(CCO)CC2)c1
 : -1.9, i, 0%, i, -3%, 0.2%, -1%, -2%, 3%
32. CC(NCc1ccc2c(c1)OCO2)C(=O)NC1CCCCC1 (centres undefined)
 : -0.1, i, -2%, ?, 2%, -0.1%, 1%, -5%, -13%
33. Cc1ccc(C(=O)N/C(=C\c2ccccc2)C(=O)NCCCn2ccnc2)cc1
 : -1.3, i, -2%, i, 3%, -0.6%[9.22 µM], 1%, -1%, -9%
34. COc1ccc(-c2cc3c(=O)n(CC(=O)NCCCN4CCN(Cc5ccccc5)CC4)ncn3n2)cc1
 : 0.1, ·, 0%, i, ?, 2.6%, -1%, 9%, 2%
35. C=CCN(C(=O)CCC(=O)Nc1cc(C)on1)C(C(=O)NC1CCCC1)c1ccc(Cl)cc1 (centres undefined)
 : 0.8, i, -1%, i, -4%, 0.1%, 0%, -11%, -2%
36. Fc1ccc(NC(=S)N2CCCN(c3ccc(C(F)(F)F)cn3)CC2)c(F)c1
 : 0.7, i, -7%, i, 2.9µM*, 3.1%, -2%, -40%, ?
37. COc1cc([N+](=O)[O-])cc(/C=N\NC(=O)C2COc3ccccc3O2)c1O (centres undefined)
 : 2.6, i, -20%, ?, ?, 0.2%, 1%, -23%, -11%
38. Cc1ccc2nc(Cl)c(/C=N/NC(=O)[C@H]3C[C@@H]3c3ccccc3)cc2c1
 : -0.2, i, -5%, i, ?, 0.1%, 0%, 1%, 2%
39. CC1(C)CC(N2CCC(=O)N(C3CC(C)(C)NC(C)(C)C3)C2)CC(C)(C)N1
 : 0.0, i, 5%, i, 26%, 0.1%, 1%, -4%, 0%
40. C/C(=N\NC(=O)c1cccnc1)c1c(O)cc(C)oc1=O
 : 0.3, i, 1%, i, 18%, 0.1%, 0%, -1%, -5%
41. CN(CC1CCN(CCc2cccc(C(F)(F)F)c2)CC1)C(=O)c1ccc(F)cc1
 : -0.5, i, -1%, i, -15%, 0.1%, -1%, -12%, -9%
42. Cc1cc(C)n(-c2ccc(C(=O)OCC(=O)Nc3ccc(Cl)cc3[N+](=O)[O-])cc2)n1
 : 0.3, i, 3%, i, 8%, -0.3%, 0%, -11%, -1%
43. CCOc1ccc(OCC(=O)OCC(=O)N(CC(C)C)c2c(N)n(Cc3ccccc3)c(=O)[nH]c2=O)cc1
 : -2.0, i, -2%, i, -10%, -0.8%, 0%, -17%, -4%
44. Cc1cccc(C)c1NC(=O)c1cnccn1
 : -3.1, i, 5%, i, 11%, 0.0%, 2%, 11%, 15%
45. CCOC(=O)c1cc(S(=O)(=O)NCc2ccc(F)cc2)[nH]n1
 : ·, ·, 1%, i, ·, -0.5%, ·, -19%, ?

(cont.)
Results follow in this order: CCT modulator, Akt phos inh, A549 viability, S2 tox, Nrf2 block, Nrf2 ARE act, Mm-Cpn inhibitor, HepG2 viability, TGFb SMAD3 inh
46. Cc1nn(Cc2ccc(Cl)cc2)c(C)c1NC(=O)c1cc(C(C)C)on1
 : -2.1, i, -1%, ?, -93%, 4.0%, 1%, -32%, -17%
47. Cc1sc2ncnc(SCC(=O)N3CCC(c4noc5ccc(F)cc45)CC3)c2c1C
 : -0.1, i, -14%, i, -14%, -0.7%, -3%, -4%, 2%
48. COc1ccc(-n2nc(C(=O)NCC(=O)NC(C)C)c3ccccc3c2=O)cc1Cl
 : -2.6, i, 8%, i, -27%, 3.3%, 2%, -10%, -3%
49. CCc1ccc(NC(=O)C2CCCN2S(=O)(=O)c2cccc3nsnc23)cc1 (centres undefined)
 : ·, ·, -9%, i, -27%, 4.7%, ·, -21%, ?
